Assay outcomes from PubChem.
Epigenetic mod = epigenetic modulators derepressing GFP locus in mouse cells | mouse C127i GFP locus derepression, cytometry, 30 h | Potency, µM (series often up to 46.1 µM), inactives show at the top dose GFP derepression (activation) | 68,000 compounds, 0.09% hits | AID 597; also: % of control where 0% means no effect
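Murine C127i mammary cells carrying a silenced, stably integrated CMV-driven GFP reporter were treated with compound for 30 hours at 37 C. After PBS washes, GFP-positive cells were counted by laser-scanning microplate cytometry.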
BRCT inh red = inhibitors of human BRCA1 BRCT-phosphoprotein interaction (red fluorophore); P38398; BRCT-phosphopeptide binding, red fluorescence polarization; Potency, µM (titrated, usually from 76.9 µM), for the others: at the highest dose activity change, negative = inhibition, usual class: inhibitors; 75,000 compounds, 0.03% hits; AID 892; also: % is scaled to controls: 0 for no effect and ±100 for the full control effect
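Fluorescence polarization: 100 nM His-tagged BRCA1 BRCT with 100 nM TAMRA-labelled phospho-BACH1 decapeptide, phosphate buffer pH 7.3 with 150 mM NaCl, DTT, 0.01% Tween 20; 12 min RT. Binding inhibition seen as FP decrease.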
USP2a inh = inhibitors of human ubiquitin-specific protease USP2a. O75604. USP2a enzymatic assay, qHTS inhibition. Potency, µM (series often up to 38.3 µM), without a hit: at the highest dose activity change, negative = inhibition, actives largely listed as inhibitors. 60,000 compounds, 0.1% hits;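 also: potency is read from the fitted curve at half-maximal effect; nearly all actives have a fitted effect of over 60% in size; plate controls were DMSO for no effect and NEM full inhibition control for full effect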
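USP2 core (20 nM final) was preincubated with compound for 30 min at RT in 20 mM Tris-HCl pH 8.0, 2 mM CaCl2, 2 mM beta-mercaptoethanol; Ub-PLA2 (20 nM) plus NBD C6-HPC (20 uM) then added, fluorescence read after 2.5 h.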
Fluorescein fluor = compound autofluorescence in fluorescein spectral region; max fluorescein-equivalent concentration, M; 59,000 compounds, 0.91% hits; AID 593; Compound autofluorescence, 480/540 nm, fluorescein-equivalent; stronger effect = higher value; in the data active = max fluorescein-equivalent concentration above about 10 nM; inconclusive = between about 1.1 nM and that limit
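Each compound is tested across a concentration series in 100 mM Tris buffer at pH 8.0. After 15 min at room temperature, plates are imaged with 480 nm excitation and 540 nm emission filters, and intensities are converted to fluorescein-equivalent values.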
HEK293 cAMP ctrl = parental HEK293 cAMP activation (counter-screen); parental HEK293 CNG cAMP sensor, membrane potential fluorescence; Potency, µM (highest dose often 57.1 µM), for inactives: at the top dose activation, hits mostly activators; 73,000 compounds, 2.5% hits; AID 938; also: potency is read from the fitted curve at half-maximal effect; % of control where 0% means no effect; nearly all actives have a fitted effect of over 55% in size
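Parental HEK 293 cells stably expressing a cAMP-gated CNG channel were loaded with membrane potential dye containing 100 uM RO 20-1724 for 60 min. Compound added for 30 min; depolarization read as fluorescence intensity at 590 nm.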
Caspase-1 inhib = blocks human caspase-1 allosterically or competitively | P29466 | Caspase-1 enzyme, Ac-WEHD-AFC fluorogenic rate | Potency, µM (doses to about 57.5 µM), without a hit: at the top dose activity change, negative = inhibition, usual class: inhibitors | 75,000 compounds, 0.03% hits | AID 900;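 also: potency is read from the fitted curve at half-maximal effect; plate controls were vehicle for no effect and no substrate for full effect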
UbGFP stabilizer = ubiquitin-GFP accumulation via proteasome inhibition. 67,000 tested, under 10 active. Ubiquitin-GFP reporter cells, proteasome inhibition, GFP fluorescence; response scale: untreated = 0%, 10 µM MG-132 = 100%. Potency, µM (titrated, usually from 45.9 µM), inactives show at the highest dose activation (GFP accumulation), actives largely listed as activators; active = well fitted activation curve with a large enough effect, not every such curve was filed as active; inconclusive = small, poorly fitted or top-dose-only effect, or another doubt; inactive = no such curve, though single readings can be large or run the other way; also: potency is read from the fitted curve at half-maximal effect
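U2OS cells expressing ubiquitin(G76V)-GFP, seeded overnight in 0.5% FBS medium, then treated 4 hr at 37 C across 46 uM to 2.9 nM. GFP-positive cells counted by laser cytometry (488 ex/515 em); %activity scaled between basal and 10 uM MG-132.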
Casp7 inh = allosteric or competitive inhibitors of human caspase-7. Potency, µM (highest dose often 57.5 µM), inactives show at the highest dose activity change, negative = inhibition, most hits filed as inhibitors. 75,000 compounds, 0.02% hits. recombinant caspase-7, Ac-DEVD-AFC fluorescence rate. AID 889; active = well fitted inhibition curve with a large enough effect in the main read-out, with a control signal flat, not every such curve was filed as active; inconclusive = small, poorly fitted or top-dose-only effect, or a change in a side signal; also: potency is read from the fitted curve at half-maximal effect; % of control where 0% means no effect
4MU fluor = 4-MU region autofluorescence; AID 589; compound autofluorescence, 340/450 nm, 4-MU equivalents; stronger effect = higher value; 59,000 compounds, 11% hits; max dye-equivalent concentration, M; in the data active = max dye-equivalent concentration above about 10 nM; inconclusive = mostly about 1.1 nM to 9.6 nM
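Compounds in 100 mM Tris, pH 8.0, incubated 15 min at room temperature, then fluorescence read at 340 nm excitation/450 nm emission. Signal converted to 4-MU dye-equivalent concentration using an on-plate six-point 4-MU standard curve.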
A350 fluor = A350 region autofluorescence; Compound autofluorescence, 340/450 nm, Alexa 350 dye-equivalents; stronger effect = higher value; max dye-equivalent concentration, M; 59,000 compounds, 11% hits; in the data active = max dye-equivalent concentration above about 10 nM; inconclusive = mostly about 1.1 nM to 9.6 nM
BRCT inh green = BRCA1 BRCT-phosphoprotein interaction inhibition; AID 875; Potency, µM (highest dose often 76.9 µM), inactives show top-dose activity change, negative = inhibition, hits mostly inhibitors; BRCA1 BRCT-phosphopeptide binding, green fluorescence polarization; 75,000 compounds, 0.05% hits;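 also: potency is read from the fitted curve at half-maximal effect; plate controls were peptide without protein for full effect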
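Compounds were incubated for 12 min at room temperature with a complex of 100 nM fluorescein-tagged pBACH1 decapeptide and 250 nM His-tagged BRCT protein. Buffer was phosphate pH 7.3 with EDTA, DTT and Tween 20. Disruption of binding lowers the polarization signal.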
Starred values were filed as active, the others as inactive; i = inactive; ? = inconclusive; . = no result given; [ ] = remark or other dose. Unless noted, calls follow the shape of the dose curve; as a rule, active = well fitted curve in the direction sought with a large enough effect; inconclusive = small, poorly fitted or top-dose-only effect, or another doubt; inactive = no such curve, though single readings can be large; an effect the other way counts as inactive or inconclusive. The list is partial; count on the stated rates, not on these rows.

structure	BRCT inh green	HEK293 cAMP ctrl	BRCT inh red	Fluorescein fluor	4MU fluor	Epigenetic mod	A350 fluor	USP2a inh	Casp7 inh	UbGFP stabilizer	Caspase-1 inhib
O=C1[C@H]2[C@H]3[C@H](O)[C@H](O)C/C(=N/OC[C@@H](O)COCc4ccco4)[C@@H]3CC[C@@H]2C(=O)N1Cc1ccccc1	0.6%[15.4 µM]	7%[11.4 µM]	-0.8%[15.4 µM]	.	.	.	.	.	-2%[11.5 µM]	.	-1%[11.5 µM]
Nc1ncnc2c1c(I)cn2C1OC(CO)C(O)C1O (stereo not drawn)	-0.4%	.	1.5%	.	.	.	.	-9%	1%	.	-2%
CC(=O)C1=C(C)NC(SCC(N)=O)=C(C#N)C1c1cccnc1 (stereo not drawn)	-1.4%	-3%	-0.3%	.	.	2%	.	.	-18%	-3%	-13%
CCOC(=O)c1ccc(NS(=O)(=O)c2ccc(SC)cc2)cc1	-5.2%	29%	-2.8%	i	i	-1%	i	12%	-6%	7%	-4%
CCCc1cc(C(=O)Nc2cccc(C(C)=O)c2)no1	-2.2%	8%	-1.6%	.	.	3%	.	.	-1%	-3%	0%
CCN1CCN(S(=O)(=O)Cc2ccccc2)CC1	-0.8%	12%	0.3%	i	i	2%	i	.	2%	-4%	-1%
Cc1cc(C)n2nc(SCC(=O)NCc3ccco3)nc2n1	-1.0%	5%	0.5%	i	i	3%	i	-3%	-1%	8%	-2%
Cc1cc(NC(=O)CSc2nc(C(C)C)nc3c2c(=O)n(C)c(=O)n3C)no1	2.0%	?	0.2%	.	.	.	.	.	0%	3%	-1%
COc1ccc(-c2noc(-c3cccc(Cl)c3)n2)cc1OC	-2.7%	?	3.5%	?	i	1%	i	1%	-2%	-5%	0%
O=C(NCc1cccnc1)Nc1cccc(NC(=O)NCc2cccnc2)c1	-0.7%	3%	0.0%	i	i	10%	i	20%	0%	4%	1%
CCOC(=O)N1CCC(Nc2c(NCCN3CCN(Cc4ccccc4)CC3)c(=O)c2=O)CC1	-2.7%	?	0.2%	i	i	0%	i	9%	-1%	-14%	0%
CCOc1ccc(C(=O)C(c2ccccc2)N2CCOCC2)cc1 (stereo not drawn)	-2.9%	?	-0.2%	i	i	0%	i	9%	0%	-1%	0%
O=C(c1ccccc1C(=O)N1CCN(c2ccccc2)CC1)N1CCN(c2ccccc2)CC1	-2.2%	?	0.7%	1.5e-08M*	i	2%	i	36%[activator]	-7%	9%	-4%
O=C(c1ccc(=O)n(Cc2ccccc2)n1)N1CCN(C/C=C/c2ccccc2)CC1	-0.4%	?	-0.9%	i	3.9e-08M*	0%	3.7e-08M*	37%[activator]	-10%	-3%	-13%
Cc1ccc(C)c(N2CCN(C(=O)CCNC(=O)Cn3ccc4ccccc4c3=O)CC2)c1	-0.3%	25%	1.4%	i	i	-1%	i	21%	0%	-4%	3%

Sorted by length of the SMILES (lowest first): four of the compounds above
structure	BRCT inh green	HEK293 cAMP ctrl	BRCT inh red	Fluorescein fluor	4MU fluor	Epigenetic mod	A350 fluor	USP2a inh	Casp7 inh	UbGFP stabilizer	Caspase-1 inhib
Cc1cc(C)n2nc(SCC(=O)NCc3ccco3)nc2n1	-1.0%	5%	0.5%	i	i	3%	i	-3%	-1%	8%	-2%
CCOc1ccc(C(=O)C(c2ccccc2)N2CCOCC2)cc1 (stereo not drawn)	-2.9%	?	-0.2%	i	i	0%	i	9%	0%	-1%	0%
CCOC(=O)c1ccc(NS(=O)(=O)c2ccc(SC)cc2)cc1	-5.2%	29%	-2.8%	i	i	-1%	i	12%	-6%	7%	-4%
O=C(NCc1cccnc1)Nc1cccc(NC(=O)NCc2cccnc2)c1	-0.7%	3%	0.0%	i	i	10%	i	20%	0%	4%	1%

Following part.
structure	BRCT inh green	HEK293 cAMP ctrl	BRCT inh red	Fluorescein fluor	4MU fluor	Epigenetic mod	A350 fluor	USP2a inh	Casp7 inh	UbGFP stabilizer	Caspase-1 inhib
COc1ccc(OC)c(S(=O)(=O)N2CCC(C(=O)Nc3cccc(C(F)(F)F)c3)CC2)c1	-1.6%	0%	-0.3%	i	i	-2%	i	25%	-4%	-1%	-3%
CCOC(=O)c1ccc(Nc2cc(C)nc(N3CCOCC3)n2)cc1	-0.4%	0%	-3.4%	?	i	4%	i	3%	-2%	.	-1%
Cn1cc(C2NC(=O)c3c(sc4c3CCCC4)N2)c2ccccc21 (stereo not drawn)	1.0%	3%	-2.9%	.	.	-2%	.	.	-7%	10%	-8%
CSCCNC(=O)c1ccc(C(C)(C)C)cc1	-3.4%	3%	-0.3%	?	i	0%	i	3%	-1%	0%	1%
O=C(NCCc1c[nH]c2ccccc12)c1cc(S(=O)(=O)N2CCCCC2)ccc1N1CCOCC1	2.2%	-14%	1.0%	i	i	-3%	i	27%	-1%	3%	-1%
CC(=O)NCCNc1nc(-c2ccc(C(=O)N(C)C)cc2)nc2ccccc12	0.2%	-6%	-2.0%	?	i	3%[9.22 µM]	i	15%	-1%	-5%	-1%
Cc1nnc(C)c2c(C)n(-c3ccc(Br)cc3)c(C)c12	1.9%	4µM*	0.4%	.	.	0%	.	-3%	-1%	-15%	0%
Cc1cc(C)c(C#N)c(SCC(O)CS(=O)(=O)Cc2ccccc2)n1 (stereo not drawn)	-1.1%	3%	1.0%	i	i	2%	i	7%	1%	0%	-2%
Cn1nnnc1SCC(=O)N1CCN(c2ccc(Cl)cc2)CC1	-8.4%	11%	0.4%	i	i	3%	i	3%	1%	0%	0%
CCOC(=O)N1CCN(CCC(=O)Nc2cccc(Br)c2)CC1	3.3%	25%	0.1%	i	i	-2%	i	5%	0%	-4%	1%
CC(=O)c1cccc(OCC(=O)c2cc(C)n(-c3cc(C)on3)c2C)c1	-0.3%	30%	0.3%	?	i	-1%	i	1%	4%	0%	-1%
O=C(NCCCN1CCOCC1)c1ccc(CS(=O)(=O)Cc2ccc(Cl)cc2)o1	-2.9%	-2%	0.5%	i	i	0%	i	-4%	1%	-3%	-1%
COC(=O)c1cc2ccc(OC)c(OC)c2c(=O)s1	-2.3%	5%	-1.6%	?	1.9e-08M*	-1%	2e-08M*	-5%	-7%	-5%	-7%
CCOC(=O)CSc1nc2ccccc2c(=O)n1CCCCCC(=O)NCc1ccco1	2.4%	?	-1.1%	i	i	0%	i	1%	1%	0%	0%
COc1ccc(C2(C(=O)O)CCCC2)cc1	-0.4%	22%	0.7%	i	i	7%	i	-8%	1%	-4%	1%

Carrying on.
structure	BRCT inh green	HEK293 cAMP ctrl	BRCT inh red	Fluorescein fluor	4MU fluor	Epigenetic mod	A350 fluor	USP2a inh	Casp7 inh	UbGFP stabilizer	Caspase-1 inhib
NS(=O)(=O)c1ccc(CCNC(=O)C2CCCCN2S(=O)(=O)c2ccccc2)cc1 (stereo not drawn)	-1.3%	-2%	-4.2%	i	i	1%	i	3%	0%	-7%	4%
O=c1cc[nH]c2cc(C(F)(F)F)ccc12	0.1%	-3%	-0.1%	i	i	8%	i	-3%	2%	-7%	1%
Cc1[nH]nc2c1C(c1ccccc1F)CC(=O)N2 (stereo not drawn)	-4.0%	15%[2.29 µM]	-2.2%	i	i	2%	?	-1%	-1%	9%	3%
O=C(O)Cn1c(=O)oc2cc(S(=O)(=O)NC3CCCCC3)ccc21	-0.3%	9%	0.0%	.	.	.	.	.	0%	-4%	-3%
Cn1c(-c2ccc(F)cc2)cnc1NCc1ccccc1	-2.2%	12%	-0.3%	?	i	3%	i	-1%	-1%	2%	-3%
CCN1CCN(Cc2ccc(NC(=O)Nc3ccc(SC)cc3)cc2)CC1	-0.2%	9%	-1.0%	?	?	3%	?	4%	0%	-4%	1%
c1c(C2CCCCC2)n[nH]c1CN1CCCCC1	-2.1%	-11%	-1.1%	.	.	.	.	.	0%	.	-1%
COc1ccccc1NC(=O)c1cc(C(=O)O)ccc1C(=O)O	0.6%	2%	-0.1%	i	i	-2%	?	-7%	0%	-9%	-2%
COC(=O)C1(C)C=CCN1C(=O)c1ccccc1 (stereo not drawn)	-1.8%	22%	1.7%	.	.	.	.	.	-1%	.	6%
CCn1cc(C(=O)N(CCCN2CCOCC2)Cc2ccco2)c(=O)c2ccc(C)nc21	0.9%	-2%	-1.7%	i	i	4%	i	11%	1%	0%	-1%
CCOc1ccc(C2/C(=C(\O)c3c(C)[nH]c(C(=O)OC)c3C)C(=O)C(=O)N2CCN(C)C)cc1 (stereo not drawn)	-2.1%	-1%	1.6%	i	i	0%	i	3%	-1%	4%	-2%
CCC1(C)Cc2ccccc2-c2c1c(=O)n(Cc1ccccc1)c1nnnn21 (stereo not drawn)	-9.0%	7%	-0.4%	?	i	0%	i	6%	1%	5%	-2%
OC1CCCN(c2c3c(nc4cc(-c5cccc(Cl)c5)nn24)CCC3)C1 (stereo not drawn)	-2.5%	-26%	-1.0%	?	6.7e-08M*	4%	6.8e-08M*	31%[activator]	-8%	0%	-7%
